# Screening results from PubChem BioAssay.
# Mtb FBA inh – Mtb FBA enzyme inhibitors, primary screen, biochemical, fluorescence, strain H37Rv | 360,000 compounds, 2.3% hits | purified M. tuberculosis FBA, fluorescence read-out | inhibition, % at 1 µM; in the data active = inhibition above about 27%;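 also: 0% = vehicle and 100% = reference inhibitor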
# Target sequence (P9WQA3 whole entry, looked up): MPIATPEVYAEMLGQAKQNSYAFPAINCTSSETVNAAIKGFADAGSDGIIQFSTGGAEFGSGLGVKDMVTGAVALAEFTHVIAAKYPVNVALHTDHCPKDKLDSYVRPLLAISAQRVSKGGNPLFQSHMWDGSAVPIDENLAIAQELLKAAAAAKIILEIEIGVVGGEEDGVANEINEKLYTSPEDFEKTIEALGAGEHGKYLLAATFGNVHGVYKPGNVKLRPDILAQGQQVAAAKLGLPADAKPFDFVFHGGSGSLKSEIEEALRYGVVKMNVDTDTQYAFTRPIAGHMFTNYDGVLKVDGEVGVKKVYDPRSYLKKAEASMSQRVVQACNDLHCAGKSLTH
# BoNT F protease – BoNT/F light chain protease inhibitors, primary screen, biochemical, flow cytometry, MLPCN library; Botulinum neurotoxin type F light chain protease (Clostridium botulinum); Multiplex microsphere protease cleavage assay; inhibition, % at 10 µM; 360,000 compounds, 0.22% hits; in the data active = inhibition above about 35%, passing the limit was not always enough; inconclusive = no clear call, values can overlap the other calls; also: plate controls were buffer without enzyme for full effect and enzyme alone for no effect
# BioA inh – M. tuberculosis BioA enzyme inhibitors, primary screen, biochemical, plate reader, single point, HTS. 7,8-diaminopelargonic acid synthase BioA (Mycobacterium tuberculosis). purified M. tuberculosis BioA enzyme. inhibition, % at 9.99 µM. 360,000 compounds, 0.096% hits. AID 602481, 2012; in the data active = inhibition above about 40%; inconclusive = no clear call, values can overlap the other calls
# PfHsp40 rescue – rescue of yeast from PfHsp40 toxicity, primary screen, S. cerevisiae, ATP luminescence; growth rescue, % at 12.5 µM; AID 504582, 2011; 340,000 compounds, 0.68% hits; S. cerevisiae expressing PfHsp40, growth rescue; in the data active = growth rescue above about 28%, passing the limit was not always enough; inconclusive = no clear call, values can overlap the other calls;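 also: yeast W303a lacking pdr1 and pdr3 grown in galactose medium; growth measured after three days at 30 °C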
# UGM FP inh – M. tuberculosis UGM enzyme inhibitors, primary screen, biochemical, fluorescence polarization, single point; UDP-galactopyranose mutase (Mycobacterium tuberculosis (strain ATCC 25618 / H37Rv)), …; purified UGM, fluorescence polarization probe displacement; 320,000 compounds, 0.06% hits; AID 504406, 2011; inhibition, % at 10 µM; in the data active = inhibition above about 10%, passing the limit was not always enough; inconclusive = no clear call, values can overlap the other calls
# Target sequence (P9WIQ1 whole entry, looked up): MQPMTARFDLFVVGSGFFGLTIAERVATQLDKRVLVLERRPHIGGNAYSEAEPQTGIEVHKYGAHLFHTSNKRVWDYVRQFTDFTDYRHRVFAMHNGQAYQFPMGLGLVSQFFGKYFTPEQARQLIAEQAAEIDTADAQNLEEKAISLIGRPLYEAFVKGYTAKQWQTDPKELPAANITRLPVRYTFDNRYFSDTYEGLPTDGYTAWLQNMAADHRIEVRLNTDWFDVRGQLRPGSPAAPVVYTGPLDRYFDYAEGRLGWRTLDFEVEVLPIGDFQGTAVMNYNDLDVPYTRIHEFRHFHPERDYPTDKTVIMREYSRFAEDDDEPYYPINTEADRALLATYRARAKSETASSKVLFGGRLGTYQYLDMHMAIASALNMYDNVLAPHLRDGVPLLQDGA
# FadD28 FP inh – inhibitors of FadD28 bisubstrate probe binding, primary screen, biochemical, fluorescence polarization, single point; inhibition, % at 12.5 µM; 360,000 compounds, 0.22% hits; in the data active = inhibition above about 8.5%, passing the limit was not always enough; inconclusive = no clear call, values can overlap the other calls
# GDH-TPI inh – GDH-TPI coupling enzyme inhibitors, primary screen, artefact control for M. tuberculosis FBA inhibitor project, biochemical, absorbance, full deck. GDH-TPI coupled enzyme counterscreen, NADH absorbance. inhibition, % at 4.8 µM. 360,000 compounds, 1.2% hits; in the data active = inhibition above about 30%;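 also: 0% = DMSO wells and 100% = wells lacking the enzyme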
# BoNT-A LC inh2 – BoNT/A light chain protease inhibitors, primary screen, biochemical, flow cytometry, MLPCN library; inhibition, % at 10 µM; multiplex microsphere protease substrate cleavage; Botulinum neurotoxin type A light chain protease (Clostridium botulinum A str. ATCC 3502); 360,000 compounds, 0.17% hits; also: plate controls were buffer without enzyme for full effect and enzyme alone for no effect
# Anthrax LF inh2 – Bacillus anthracis LF protease inhibitors, primary screen, biochemical, multiplex microsphere, MLPCN library. Lethal factor (Bacillus anthracis), P15917. inhibition, % at 10 µM. multiplex microsphere protease cleavage assay. 360,000 compounds, 0.12% hits; also: plate controls were buffer without enzyme for full effect and enzyme alone for no effect
# * marks the source's active call; other numbers are inactive results; ? = inconclusive; . = not tested or not shown; & = joins results of further samples. Rule as the data show it, unless noted: active = inhibition above about 30%; inconclusive = no clear call, values can overlap the other calls; inactive = below that.
# Sequence of screens: Mtb FBA inh	BoNT F protease	BioA inh	PfHsp40 rescue	UGM FP inh	FadD28 FP inh	GDH-TPI inh	BoNT-A LC inh2	Anthrax LF inh2
CN(c1ccccc1)S(=O)(=O)c1ccc(C(=O)NCc2cccnc2)cc1
 : 5	5	1.0	.	.	0.7	1	0.1	0
CC(Cc1ccccc1)NC(=O)CN1CCCC1=O (stereo unspecified)
 : -1	0	2.3	-0.1	-1.8	-2.2	14	0.2	0
O=C1CC(c2ccccc2F)c2c(c3ccccc3[nH]c2=O)O1 (stereo unspecified)
 : 19	.	.	0.5	-0.4	-0.3	1	.	.
N#Cc1cc2c(nc1SCc1cccnc1)CCC2
 : 0	7	1.3	2.0	3.5	-3.5	18	0.5	-7
N/C(=N\OC(=O)c1cccs1)C1(c2ccc(Cl)cc2Cl)CC1
 : 4	.	0.7	2.6	-1.8	0.6	14	.	.
CCc1c(O)nc(SCc2ccc(F)cc2)[nH]c1=O
 : 1	8	-0.4	-1.7	3.2	-3.7	-14	1.4	-7
CCOC(=O)CC1C(=O)NCCN1S(=O)(=O)c1ccc(Cl)cc1Cl (stereo unspecified)
 : -1	14	1.0	-2.0	-1.1	-3.1	-8	1.4	9
Cc1ccc(NC2=C(NCCO)C(=O)c3ccccc3C2=O)cc1
 : -1	-1	.	-0.2	5.1	-1.4	18	-0.2	1
CCOc1ccc(Nc2cc(Nc3ccccc3OCC)nc(C=C(C#N)C#N)n2)cc1
 : -2	?	-1.9	1.3	-1.5	-4.1	-11	-2.1	-10
Cc1ccc(S(=O)(=O)NCC(=O)OCC(=O)N2CC(=O)Nc3ccccc32)cc1
 : 2	1	-0.5	-1.0	-0.7	-1.0	7	0.1	-9
CCCN(CC(=O)Nc1ccccc1OC)C(=O)CSC(=S)N1CCCC1
 : -1	0	-0.7	-0.7	-0.9	-0.8	0	3.1	1
O=C(CNC(=O)OCc1ccccc1)OC(c1ccccc1)c1ccccc1
 : 5	1	-0.4	2.0	.	-3.1	11	-0.3	-7
O=C(CN1C(=O)c2ccccc2S1(=O)=O)NCCc1ccc(F)cc1
 : 2	0	0.5	0.7	-0.1	-2.8	-6	0.0	-8
CC(C)C(C(=O)O)N1C(=O)C2C3CCC(C3)C2C1=O (stereo unspecified)
 : 7	3	-1.5	.	.	-0.9	12	-0.2	6
CCCOc1ccc(NC(=O)C2CC(=O)N/C(=N/N=C(C)/C=C/c3ccc(N(C)C)cc3)S2)cc1 (stereo unspecified)
 : -3	-16	.	0.9	3.0	-1.2	32*	-1.6	-6
CCOC(=O)c1ccccc1NC(=O)CSc1nc2[nH]ncc2c(=O)[nH]1
 : 1	-7	.	2.4	-4.2	0.4	-10	1.0	-1
O=C(NCc1ccco1)C1Cc2c(-c3ccccc3Oc3ccccc3)ccnc2O1 (stereo unspecified)
 : -3	8	-0.5	.	.	-4.7	-15	0.8	-3
CCOc1ccccc1NC(=O)c1ccc(C(=O)Nc2ccccc2OCC)nc1
 : -1	-6	-0.9	-0.8	0.3	-1.8	10	-2.5	-10
CCOc1ccc(N2C(=O)C3CC(C)=C(C)CC3C2=O)c([N+](=O)[O-])c1 (stereo unspecified)
 : 1	1	-0.1	1.4	3.1	-1.1	5	0.7	-2
CCC/C(C#Cc1cc(OC)cc(OC)c1)=C1/c2ccccc2C(=O)N1c1ccccc1
 : -1	1	-1.6	0.6	2.5	-2.8	2	0.1	-1
CCOC(=O)N1CCN(C(=O)CSCc2ccccc2)CC1
 : 2	-3	.	0.0	-1.1	-2.2	6	-0.4	-1
COCC(=O)N(C)C[C@H]1N[C@@](Cc2ccccc2)(C(=O)OC)[C@H]2C(=O)N(Cc3ccccc3)C(=O)[C@@H]12
 : 4	-3	-0.4	-1.4	-1.7	-2.2	0	0.3	5
COc1ccc2c(c1OC)C(=O)OC2C1c2c(cc3c(c2OC)OCO3)CCN1C (stereo unspecified)
 : 4&3&6	-11&-21&0	0.9&-0.6&0.2	-0.1&-0.4&-0.1	1.5&0.1&-3.0	-1.7&-2.6&0.4	15&5&5	-2.1&-1.3&-0.1	-6&6&0
O=C(c1ccc(S(=O)(=O)c2cccc(Cl)c2)c([N+](=O)[O-])c1)N1CCN(c2ccccn2)CC1
 : -2	-5	.	-0.3	-0.1	-4.0	2	-0.5	-2
Cc1ccc(-c2ccc(CN3C(C)C(=O)N(Cc4cn(CCC5OCCO5)nn4)CCS3(=O)=O)cc2)cc1 (stereo unspecified)
 : 5	-6	1.5	.	.	-2.7	2	-0.1	2
CC(C)COC(=O)N1CCCC1C(=O)O (stereo unspecified)
 : 2	-2	-0.6	-0.1	-1.5	0.0	24	-0.5	-1
C=CCc1c(C)nc(SCCC)[nH]c1=O
 : 2	1	1.7	10	2.0	0.4	-3	1.0	-5
CNC(=O)c1[nH]cnc1C(=O)Nc1cccc(Cl)c1
 : -2	-4	-3.3	1.2	3.4	-1.9	-5	0.2	-2
COc1ccc(C)cc1NC(=O)c1cc(S(=O)(=O)N2CCC3(CC2)OCCO3)ccc1F
 : 1	-1	-0.4	2.0	0.5	-4.1	-12	1.2	-4
O=C(NCCC1CCCCN1S(=O)(=O)c1ccccc1)C(=O)NCc1ccccc1 (stereo unspecified)
 : 7	-4	-3.9	-1.0	-0.5	-0.9	6	-3.5	-3
Cc1ccc(N(C)C(=O)N2CCN(c3ccccn3)CC2)cc1
 : 8	-4	1.0	0.8	-1.5	-0.8	3	-0.1	0
CCN(CC(=O)NC(C)C)C(=O)c1ccc(Cl)cc1
 : 5	1	-0.8	-0.9	-3.8	-0.1	2	0.6	2
Cc1cccc(/C=C/c2onc(C)c2S(=O)(=O)N2CCC(C(=O)N3CCCCC3)CC2)c1
 : -3	-2	-0.5	18	1.0	-1.3	19	-2.5	-2
CCOC(=O)CSc1nnc(-c2ccc(OC)cc2)n1CC
 : -9	-9	4.3	-1.2	2.8	-3.2	-6	0.9	2
CC1(COS(N)(=O)=O)CCCCC1
 : -2	-2	-0.5	-0.8	-1.3	-2.8	-5	0.3	1
CCOc1ccc(S(=O)(=O)Nc2cc(OC)ccc2OC)cc1
 : -1	-4	.	0.8	0.5	-2.7	-10	1.1	-2
Cc1ccc(C2CN(C)C3(C(=O)Nc4ccccc43)C23COc2ccccc2C3=O)cc1 (stereo unspecified)
 : -3	-2	-1.9	1.4	-0.8	-4.0	12	-0.4	-3
CC(Oc1ccc(Br)cc1)C(=O)N1CCC(C(N)=O)CC1 (stereo unspecified)
 : 2	0	.	0.1	1.6	1.1	1	-0.5	0
NC(=O)c1ccsc1NC(=O)COC(=O)CNC(=O)c1cccc([N+](=O)[O-])c1
 : 1	0	0.1	0.7	0.7	-0.1	-2	0.0	-2
CC(C)NC(=O)c1ccc(-n2nc(C(F)(F)F)c3c2CCCC3)cc1
 : 4	-4	.	-1.2	-1.1	-4.8	-5	0.5	0
O=C(O)c1cc(-c2ccc(O)cc2)on1
 : 0	-6	.	0.2	-1.0	-3.2	17	-0.2	-2
Cc1ccc(NC(=O)CNc2cccc(C)c2C)c(C)c1
 : 3	-19	1.6	-0.1	-0.7	-2.2	-1	1.1	1
COc1ccc(NS(=O)(=O)c2cccc(C(=O)NNC(=O)CNC(=O)c3ccco3)c2)cc1
 : 0	-7	1.3	-0.1	-1.5	-4.4	-8	-1.5	0
COc1ccc(NC2=NC(=S)N(c3ccccc3C)C23CCCCC3)cc1
 : -5	-5	1.3	1.0	1.9	-0.1	3	0.2	-2
COC(=O)CSc1nnc(CNC(=O)c2ccc(S(=O)(=O)N3CCOCC3)cc2)n1C
 : 8	1	.	-0.4	4.0	-0.3	3	0.3	2

# For reference, some entries already given.
# Sequence of screens: Mtb FBA inh	BoNT F protease	BioA inh	PfHsp40 rescue	UGM FP inh	FadD28 FP inh	GDH-TPI inh	BoNT-A LC inh2	Anthrax LF inh2
Cc1ccc(NC(=O)CNc2cccc(C)c2C)c(C)c1
 : 3	-19	1.6	-0.1	-0.7	-2.2	-1	1.1	1
COc1ccc(NS(=O)(=O)c2cccc(C(=O)NNC(=O)CNC(=O)c3ccco3)c2)cc1
 : 0	-7	1.3	-0.1	-1.5	-4.4	-8	-1.5	0

# The list goes on:
# Sequence of screens: Mtb FBA inh	BoNT F protease	BioA inh	PfHsp40 rescue	UGM FP inh	FadD28 FP inh	GDH-TPI inh	BoNT-A LC inh2	Anthrax LF inh2
C/C(=N/NS(=O)(=O)c1ccc(Cl)cc1)c1cccc(NC(=O)c2ccncc2)c1
 : -4	-14	-1.6	0.4	1.9	-4.2	4	-5.5	0
CCc1ccc(NC(=O)C(=O)N/N=C(\C)CC(=O)Nc2ccccn2)cc1
 : 6	-6	-5.1	0.3	-0.7	-3.8	-3	-0.8	-4
C[C@H](CO)N1C[C@H](C)[C@@H](CN(C)C(=O)Nc2ccc(C(F)(F)F)cc2)Oc2c(NC(=O)Nc3ccccc3)cccc2C1=O
 : -4	2	7.1&2.7	-0.4	-4.2	-5.2	4	-0.2	4
O=C(/C=C/c1ccc(OC2CSC2)cc1)c1ccccc1
 : -6	-7	-0.6	-0.7	0.3	-1.0	20	-1.4	-2
CCOc1cc(S(=O)(=O)NCc2ccc3c(c2)OCO3)ccc1F
 : -1	-6	-0.7	0.1	0.9	-1.5	6	-0.2	0
COc1ccc(OC)c(Cc2nnc(CCC(=O)N3CCCCC3c3nccs3)o2)c1 (stereo unspecified)
 : 1	-10	-0.9	-1.3	-0.3	-0.5	-1	-2.6	3
O=C(OCC(=O)N1CCCc2ccccc21)c1cc(S(=O)(=O)N2CCOCC2)ccc1F
 : -3	-2	-0.2	1.3	-1.1	-2.7	-6	2.2	2
O=C(O)c1ccc(C(=O)c2ccc3c(c2)C(=O)N(CC2CCCO2)C3=O)cc1 (stereo unspecified)
 : 5	-3	-1.7	0.1	3.7	-3.9	1	0.1	0
O=C(Nc1ccccc1)C(c1ccccc1)C1CCCC1 (stereo unspecified)
 : 4	0	.	-0.2	.	-2.2	11	-0.7	-3
COc1ccccc1NC(=O)Cc1cccc2ccccc12
 : 1	-12	0.8	1.2	2.0	-1.1	6	-0.8	2
CNC(=O)COc1ccc(S(=O)(=O)Nc2ccccc2)cc1
 : 1	-5	1.9	0.1	2.0	-0.7	-1	0.3	-1
O=C(O)c1cccc(N2CCCC2=O)c1
 : 2	-2	-1.5	-1.1	-0.6	0.7	-7	0.4	-3
Cn1c(-c2cccc([N+](=O)[O-])c2)[n+](C)c2ccccc21
 : -6	5	.	0.0	-0.5	-2.5	-1	-0.4	-3
CC(C)(C)NCC(O)COc1cccc2[nH]c(=O)[nH]c12 (stereo unspecified)
 : -2	-3	0.8	?	-1.4	-1.2	7	0.3	5
O=C(O)c1ccc(NC(=O)C2(c3ccccc3)CCOCC2)cc1
 : -1	-1	-2.4	-0.4	0.5	-1.7	12	-0.1	0
COC1=C/C(=C/c2c(N)n3nc(CC(=O)N4CCOCC4)sc3nc2=O)C=CC1=O
 : -2	8	-5.9	-1.0	-21	2.7	25	0.9	1
COc1cccc(C(=O)Nc2cccc(NC(C)=O)c2)c1
 : 1	-4	2.3	0.6	-0.9	-3.2	-6	0.1	-2
CCOc1ccc(C(=O)NC(=S)Nc2ccccc2N2CCC(C)CC2)cc1[N+](=O)[O-]
 : 3	-2	-1.4	-1.3	-2.5	-1.7	9	0.0	0
Cn1c(=O)c2nc(-c3ccccc3)oc2c2ccccc21
 : 99*	2	.	?	-1.8	-2.6	9	1.9	-1
COc1cc2ncnc(NCCCN3CCOCC3)c2cc1OC
 : 2	2	.	-1.3	-1.5	-1.8	7	-0.4	-3
CCCCCCSc1ccc([C@@H]2[C@H]3C(=O)N(C)C(=O)[C@H]3[C@]3(C(=O)OC)CCCCN23)cc1OC
 : 2	5	-0.8	1.3	0.2	-1.7	1	-0.1	6
